POLB inh: inhibitors of human DNA polymerase beta; P06746; Pol beta primer extension/strand displacement, fluorescence kinetic; Potency, µM (series often up to 114 µM), inactives show at the highest dose activity change, negative = inhibition, most hits filed as inhibitors; 1.3% of 340,000 active; AID 485314; note: potency is the fitted concentration of half-maximal effect; % is set by controls: 0 for no effect and ±100 for the full control effect
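Kinetic readout of DNA synthesis with strand displacement by Pol beta. Compound and 10 nM enzyme sit 15 min at room temperature; 50 nM substrate starts the reaction, read immediately and at 10 min.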
POLH inh: DNA polymerase eta (human) inhibition; recombinant Pol eta, fluorescent DNA replication assay; Potency, µM (highest dose often 114 µM), inactives show at the top dose activity change, negative = inhibition, actives largely listed as inhibitors; 1.2% of 390,000 active; AID 588591; note: potency is the fitted concentration of half-maximal effect; % is set by controls: 0 for no effect and ±100 for the full control effect
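Fluorescent replication assay: 50 nM final substrate added after a 15 min room-temperature compound preincubation with 10 nM enzyme. Signal taken at 0 min and again at 10 min.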
Apoferritin bind: binds horse apoferritin like a general anesthetic. P02791. apoferritin/1-aminoanthracene competitive binding, fluorescence. Potency, µM (titrated, usually from 77.5 µM), without a hit: top-dose activity change, negative = displacement, usual class: inhibitors. 0.074% of 350,000 active; note: potency is the fitted concentration of half-maximal effect; % is set by controls: 0 for no effect and ±100 for the full control effect; nearly all actives have a fitted effect of over 20% in size
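10 uM apoferritin + 50% sat. 1-AMA, PBS; cpd 10 min RT; Ex380/Em535 endpoint; normalized to free probe vs complex; 4-param Hill fit; propofol titration as pos. ctrl.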
Pol iota inh: inhibitors of human DNA polymerase iota. Potency, µM (top dose mostly 115 µM), for inactives: top-dose activity, negative = inhibition, usual class: inhibitors. Q9UNA4. 1% of 390,000 active. Pol iota fluorescent replication assay, 10 min. AID 588590; note: potency is the fitted concentration of half-maximal effect
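Pol iota at 10 nM preincubated 15 min with compounds at room temperature; reaction started with fluorescent substrate, 50 nM final. Fluorescence read kinetically at 0 and 10 min; buffer-only wells as negative control.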
RXFP1 antagonist: blocks the human relaxin receptor RXFP1; activity change, negative = inhibition, % at 57.5 µM; AID 1259400; HEK293-RXFP1, relaxin-stimulated cAMP HTRF, 30 min; stronger effect = lower value; 0.59% of 350,000 active;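 active = activity change of -60% or lower, but not beyond a set lower limit; inconclusive = change between -60% and -40%, or beyond the set limit; inactive = change above -40%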; note: % is set by controls: 0 for no effect and ±100 for the full control effect
Target sequence (Q9HBX9 whole entry, looked up): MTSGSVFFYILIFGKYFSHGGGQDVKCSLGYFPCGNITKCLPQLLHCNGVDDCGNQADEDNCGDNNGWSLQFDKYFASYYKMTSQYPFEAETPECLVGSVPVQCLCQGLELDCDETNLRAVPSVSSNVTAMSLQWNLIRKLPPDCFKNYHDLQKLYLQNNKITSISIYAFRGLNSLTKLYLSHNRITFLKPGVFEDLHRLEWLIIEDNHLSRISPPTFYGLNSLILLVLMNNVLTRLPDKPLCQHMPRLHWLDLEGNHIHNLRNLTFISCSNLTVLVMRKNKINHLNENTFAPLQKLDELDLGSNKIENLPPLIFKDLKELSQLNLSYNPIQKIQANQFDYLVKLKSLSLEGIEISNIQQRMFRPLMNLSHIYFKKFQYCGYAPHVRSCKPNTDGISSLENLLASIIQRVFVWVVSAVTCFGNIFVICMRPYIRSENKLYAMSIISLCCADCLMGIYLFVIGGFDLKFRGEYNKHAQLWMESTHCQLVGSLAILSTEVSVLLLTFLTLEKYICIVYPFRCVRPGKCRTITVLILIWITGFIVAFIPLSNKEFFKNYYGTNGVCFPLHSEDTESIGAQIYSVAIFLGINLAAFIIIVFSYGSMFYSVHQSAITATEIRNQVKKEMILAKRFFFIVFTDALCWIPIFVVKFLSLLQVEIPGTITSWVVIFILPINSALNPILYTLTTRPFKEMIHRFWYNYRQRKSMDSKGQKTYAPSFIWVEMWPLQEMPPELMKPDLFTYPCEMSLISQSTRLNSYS
PGK inhibitor: inhibitors of T. brucei phosphoglycerate kinase | 0.043% of 380,000 active | P07378 | AID 602233 | Potency, µM (doses to about 57.5 µM), for inactives: top-dose activity change, negative = inhibition, hits mostly inhibitors | PGK/GAPDH coupled, Kinase-Glo luminescence, 60 min; note: potency is the fitted concentration of half-maximal effect; % is set by controls: 0 for no effect and ±100 for the full control effect; nearly all actives have a fitted effect of over 60% in size
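Recombinant glycosomal PGK reaction used 1,3-bisphosphoglycerate generated in-well by GAPDH (100nM final) in 100mM TEA pH 7.6, 5mM MgCl2, 0.01% Tween-20. After 60 minutes at room temperature, ATP was read by Kinase-Glo Plus luminescence end-point.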
BLM helicase inh: inhibitors of human Bloom syndrome helicase BLM; P54132; Potency, µM (top dose mostly 56.1 µM), for the others: at the highest dose activity change, negative = inhibition, actives largely listed as inhibitors; recombinant BLM DNA unwinding, fluorescence dequenching; 0.2% of 350,000 active;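 note: potency is the fitted concentration of half-maximal effect; plate controls were vehicle for no effect and no enzyme for full effect; nearly all actives have a fitted effect of over 35% in size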
POLK inh: blocks human DNA polymerase kappa activity | Q9UBT6 | purified Pol kappa, fluorescent DNA synthesis assay, 10 min | 0.53% of 400,000 active | AID 588579 | Potency, µM (top dose mostly 107 µM), inactives show at the highest dose activity, negative = inhibition, hits mostly inhibitors; note: potency is the fitted concentration of half-maximal effect; % is set by controls: 0 for no effect and ±100 for the full control effect
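Activity was followed as the change in fluorescence between reads at 0 and 10 min after starting the reaction with 50 nM substrate. Beforehand, 10 nM polymerase had been preincubated with compound for 15 min at room temperature.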
APEX1 inh: blocks human APE1 abasic DNA cleavage; Potency, µM (doses to about 65.8 µM), for the others: at the highest dose activity change, negative = inhibition, hits mostly inhibitors; 0.35% of 350,000 active; recombinant APE1, TAMRA/BHQ-2 abasic DNA cleavage fluorescence; P27695;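 note: potency is the fitted concentration of half-maximal effect; plate controls were vehicle for no effect and reference inhibitor for full effect; nearly all actives have a fitted effect of over 55% in size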
Target sequence (P27695 whole entry, looked up): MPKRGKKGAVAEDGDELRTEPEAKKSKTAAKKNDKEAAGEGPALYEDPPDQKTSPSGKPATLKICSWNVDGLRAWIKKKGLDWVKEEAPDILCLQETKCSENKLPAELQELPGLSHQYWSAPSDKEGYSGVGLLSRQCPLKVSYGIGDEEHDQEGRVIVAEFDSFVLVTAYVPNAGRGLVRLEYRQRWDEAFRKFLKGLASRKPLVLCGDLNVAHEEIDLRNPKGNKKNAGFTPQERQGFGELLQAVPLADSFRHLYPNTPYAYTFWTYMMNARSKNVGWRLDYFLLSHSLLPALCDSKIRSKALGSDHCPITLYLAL
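Enzyme (0.75 nM final) and test compound are incubated 15 min at room temperature before adding 50 nM quenched THF abasic-site duplex. Cleavage dequenches TAMRA, followed at 525/598 nm over three reads one minute apart.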
* = called active by the depositor; i = inactive; ? = inconclusive; · = not tested or not shown; [ ] = remark or other dose. Unless noted, calls come from the whole dose curve; as a rule, active = well fitted curve in the direction sought with a large enough effect; inconclusive = small, poorly fitted or top-dose-only effect, or another doubt; inactive = no such curve, though single readings can be large; an effect the other way counts as inactive or inconclusive. The list is partial, so the mix of outcomes need not match the whole.

Start of the data: the first 2 entries, ahead of the listing:
SMILES	POLB inh	POLH inh	Apoferritin bind	Pol iota inh	RXFP1 antagonist	PGK inhibitor	BLM helicase inh	POLK inh	APEX1 inh
C=C(C)CN(CC)c1nc(N)c(C#N)c(CC#N)c1C#N	73%	-11%	?	22%	7	5%	-17%	-5%	-3%
Cn1nc(C(=O)NNC(=O)c2ccc(Cl)c(S(N)(=O)=O)c2)c2ccccc2c1=O	·	-18%	·	45%[activator]	-10	-2%	·	2%	39%

The list itself, repeating the preview:
SMILES	POLB inh	POLH inh	Apoferritin bind	Pol iota inh	RXFP1 antagonist	PGK inhibitor	BLM helicase inh	POLK inh	APEX1 inh
C=C(C)CN(CC)c1nc(N)c(C#N)c(CC#N)c1C#N	73%	-11%	?	22%	7	5%	-17%	-5%	-3%
Cn1nc(C(=O)NNC(=O)c2ccc(Cl)c(S(N)(=O)=O)c2)c2ccccc2c1=O	·	-18%	·	45%[activator]	-10	-2%	·	2%	39%
Cc1cccc(S(=O)(=O)N2CN(Cc3ccco3)c3nc4ccccc4nc32)c1	18%	?	-18%	-12%	-7	4%	-7%	-24%	16%
O=C(c1ccc2c(=O)n3c(nc2c1)CCCCC3)N1CCc2ccccc21	-4%	-4%	-17%	29%	-2	-7%	-3%	-3%	0%
COc1ccc(CN(C(=O)c2ccco2)C2CC(C)N(C)CC2C)cc1 (stereo not drawn)	6%	-9%	-13%	-14%	-15	-6%	1%	-4%	1%
Cc1cc(C)cc(N(CC(=O)NC2CC3CCC2C3)S(C)(=O)=O)c1 (stereo not drawn)	-1%	1%	-5%	89µM*	-12	-4%	0%	-8%	0%
CSc1nc(O)c(C(c2ccc(OC(C)C)cc2)c2c(O)nc(SC)[nH]c2=O)c(=O)[nH]1	·	-10%	·	143%[activator]	?	2%	·	-10%	·
CC(C)NC(=O)[C@]1(C)CCC[C@@]2(C)C3CC[C@@]4(C)C[C@]3(CCC21)CC4=O (stereo partly drawn)	·	-13%	·	18%	·	-4%	·	-21%	2%
CCCC[N+](CC#CCO)(CC#Cc1ccccc1)CCCC	-3%	6%	-2%	99%[activator]	17	-1%	1%	-19%	2%
C/C(=N\NC(=O)CSCc1ccc([N+](=O)[O-])cc1)c1cccc(Br)c1	44%	-14%	-1%	7%	-2	4%	-1%	-16%	11%
CC(=O)Nc1ccc(S(=O)(=O)NC(C)C(=O)NCCc2ccc(F)cc2)cc1 (stereo not drawn)	30%	-5%	-4%	99%[activator]	-13	8%	2%	2%	1%
O=C(CN1C(=O)NC2(CCOc3ccccc32)C1=O)Nc1ccc(F)c(F)c1F (stereo not drawn)	-10%	-19%	-23%	55%[activator]	6	-6%	-2%	9%	-5%

Part of the list above, in markdown:
| Structure | POLB inh | POLH inh | Apoferritin bind | Pol iota inh | RXFP1 antagonist | PGK inhibitor | BLM helicase inh | POLK inh | APEX1 inh |
| --- | --- | --- | --- | --- | --- | --- | --- | --- | --- |
| Cc1cc(C)cc(N(CC(=O)NC2CC3CCC2C3)S(C)(=O)=O)c1 (stereo not drawn) | -1% | 1% | -5% | 89µM* | -12 | -4% | 0% | -8% | 0% |
| Cn1nc(C(=O)NNC(=O)c2ccc(Cl)c(S(N)(=O)=O)c2)c2ccccc2c1=O | · | -18% | · | 45%[activator] | -10 | -2% | · | 2% | 39% |
| CSc1nc(O)c(C(c2ccc(OC(C)C)cc2)c2c(O)nc(SC)[nH]c2=O)c(=O)[nH]1 | · | -10% | · | 143%[activator] | ? | 2% | · | -10% | · |

The results go on:
SMILES	POLB inh	POLH inh	Apoferritin bind	Pol iota inh	RXFP1 antagonist	PGK inhibitor	BLM helicase inh	POLK inh	APEX1 inh
C=CCN(CC=C)C(=O)c1ccc(OC2CCN(C(C)=O)CC2)c(OC)c1	47%	-9%	-6%	?	-2	i	-3%	7%	26%
COc1ccc2[nH]cc(CCNC(=O)CS(=O)(=O)Cc3ccccc3)c2c1	-24%	-21%	-5%	9%	0	-4%	-1%	4%	51%
CCn1nc(NS(=O)(=O)c2ccccc2[N+](=O)[O-])c2cc3cccc(C)c3nc21	1%	-15%	-21%	61%[activator]	-21	4%	0%	-6%	21%
Cc1c(C(=O)Nc2cccc(C(F)(F)F)c2)oc2ccc(S(=O)(=O)N3CCC4(CC3)OCCO4)cc12	-10%	-5%	?	3%	-16	-4%	-5%	-5%[60.1 µM]	·
CCC(Sc1nc(N)cc(=O)[nH]1)C(=O)NC(C(=O)OC)c1ccccc1 (stereo not drawn)	7%	-9%	-7%	-2%	4	-6%	-1%	8%	-3%
O=C(CCSc1nnc(-c2ccco2)o1)Nc1ccccc1	15%	-10%	-10%	26%	-5	-6%	0%	-5%	-1%
Cc1cccn2cc(-c3ccc(F)cc3)cc12	-2%	-4%	10%	i	-20	-2%	1%	-9%	-6%
CCCN(CC(=O)Nc1ccc(Cl)cc1Cl)Cc1cc(=O)n2ccsc2n1	-1%	-31%	-23%	117%[activator]	-2	7%	-3%	0%	-3%
CCOc1ccc(C(=O)c2oc3ccccc3c2NC(=O)Cc2coc3cc(C)cc(C)c23)cc1	10%	-8%	5%	-13%	-1	9%	2%	-13%	·
COc1ccc(NC(=O)CSCC(=O)NC2(C)CCS(=O)(=O)C2)cc1 (stereo not drawn)	-1%	-5%	0%	14%	-1	i	-2%	-2%	41%
Cc1ccc(CN(C(=O)Nc2cccc(Cl)c2)c2ccccn2)cc1	26%	-11%	44%[activator]	?	·	3%	-9%	-11%	·
Cc1ccc(CCNC(=O)c2cc(-c3ccncc3)nc3ccccc23)cc1	1%	-2%	-10%	-10%	-12	4%	-8%	-6%	-1%

Arranged by count of non-hydrogen atoms (ascending): 6 of the compounds above
SMILES	POLB inh	POLH inh	Apoferritin bind	Pol iota inh	RXFP1 antagonist	PGK inhibitor	BLM helicase inh	POLK inh	APEX1 inh
Cc1cccn2cc(-c3ccc(F)cc3)cc12	-2%	-4%	10%	i	-20	-2%	1%	-9%	-6%
COc1ccc(NC(=O)CSCC(=O)NC2(C)CCS(=O)(=O)C2)cc1 (stereo not drawn)	-1%	-5%	0%	14%	-1	i	-2%	-2%	41%
C=CCN(CC=C)C(=O)c1ccc(OC2CCN(C(C)=O)CC2)c(OC)c1	47%	-9%	-6%	?	-2	i	-3%	7%	26%
Cc1ccc(CCNC(=O)c2cc(-c3ccncc3)nc3ccccc23)cc1	1%	-2%	-10%	-10%	-12	4%	-8%	-6%	-1%
CCOc1ccc(C(=O)c2oc3ccccc3c2NC(=O)Cc2coc3cc(C)cc(C)c23)cc1	10%	-8%	5%	-13%	-1	9%	2%	-13%	·
Cc1c(C(=O)Nc2cccc(C(F)(F)F)c2)oc2ccc(S(=O)(=O)N3CCC4(CC3)OCCO4)cc12	-10%	-5%	?	3%	-16	-4%	-5%	-5%[60.1 µM]	·

Next part.
SMILES	POLB inh	POLH inh	Apoferritin bind	Pol iota inh	RXFP1 antagonist	PGK inhibitor	BLM helicase inh	POLK inh	APEX1 inh
COc1ccc(S(=O)(=O)c2c(O)c3ccc(C(=O)Nc4ccccc4Cl)cc3[nH]c2=O)cc1	26%	1%	-2%	-2%	?	0%	1%	5%	-3%
CC(C)(C)c1ccc(CCC2OCC(CN3CCOCC3)O2)cc1 (stereo not drawn)	-14%	-9%	-8%	?	-3	-4%	-4%	-6%	-3%
Cc1ccc([C@@H]2CC=C(C(=O)O)[C@H](c3ccccc3F)N2S(=O)(=O)c2ccccc2C)cc1	·	-5%	·	17%	·	-3%	·	-11%	38%
CCOC(=O)c1ccc(N2C(=O)c3n[nH]c(-c4cccs4)c3C2c2ccc(OCC)cc2)cc1 (stereo not drawn)	?	-13%	?	39%[activator]	·	-14%	-12%	-17%	·
COc1ccc(/C=C\c2onc(C)c2S(=O)(=O)N2CCC(C(=O)Nc3ccc(C)c(F)c3)CC2)cc1	16%	-21%	0%	39%[activator]	8	-9%	-2%	2%	·
CCN(Cc1ccccc1)C(c1cc2ccc(C)cc2[nH]c1=O)c1nnnn1CCOC (stereo not drawn)	-18%	-6%	-22%	32%[activator]	-17	10%	-2%	-3%	0%
Cc1ccc(OCc2nc(C#N)c(N3CCN(Cc4ccccc4)CC3)o2)cc1	1%	-13%	2%	-3%	0	0%	-12%	-10%	-8%
COc1ccc(NC(=O)CSc2ncccn2)cc1S(=O)(=O)N1CCCCC1	·	1%	·	1%	7	6%	·	-11%	16%
CCc1cccc(CC)c1NC(=O)C1CC(=O)N(c2ccc3c(c2)OCCO3)C1 (stereo not drawn)	-30%	-6%	-17%	?	-5	-7%	-5%	?	0%
CSCCC(NS(=O)(=O)c1ccccc1F)C(=O)NCc1cccs1 (stereo not drawn)	·	-12%	·	-27%	4	-1%	·	-4%	17%
COC(=O)c1cc(NCc2ccc3c(c2)OCO3)ccc1N1CCOCC1	-11%	5%	0%	-3%[58.9 µM]	-11	i	-4%	-6%	-1%
CCn1c(=O)cc(OCC(=O)NCc2ccc(F)cc2Cl)c2ccccc21	-9%	-17%	-11%	11%	-7	0%	-2%	-6%	·
O=C1CN(C(=O)COC(=O)c2ccc[n+]([O-])c2)c2ccccc2N1	31%	10%	-3%	26%	-33	-1%	0%	-5%	-6%
O=C(CN1CCN(Cc2cccc(Cl)c2)C1=O)NCC1CCCO1 (stereo not drawn)	39%	-17%	-5%	12%	·	-2%	-3%	6%	10%
COc1ccccc1N1CCN(C(=O)c2ccccc2N(C)S(=O)(=O)c2ccc(C)cc2)CC1	-2%	-20%	-22%	-15%	-31	-5%	-1%	-1%	0%
CCOCCCNS(=O)(=O)c1ccc(-n2cnnn2)c(OC)c1	1%	-8%	-19%	11%	-10	·	-2%	-4%	-1%
Cc1ccc2[nH]c(-c3cccc(N)c3)cc2c1	5%	-9%	?	7%	3	6%	-4%	-6%	0%
CCc1ccc(/C=N\n2cnnc2)cc1	-1%	-21%	-4%	9%	-17	-8%	-7%	8%	-8%
Cc1c(C(=O)NCc2ccccn2)oc2ccc(Br)cc12	·	-21%	·	29%	-2	8%	·	-3%	8%
CNC(=S)N(CCc1c(C)[nH]c2ccc(Cl)cc12)Cc1cccs1	5%	·	-4%	·	·	·	-9%	·	-7%
